# Assay outcomes from PubChem.
# Giardia kill – kills Giardia lamblia; actives 0.15% (n = 340,000); AID 540267; Giardia lamblia trophozoite viability; activity change, % at 7.66 µM, hits read low; in the data active = activity change below about -80%; inconclusive = between about -30% and that limit;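 note: parasites exposed to compound for two days anaerobically before the ATP read; % is set by controls: 0 for no effect and ±100 for the full control effect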
#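 Anaerobic 48 hrs incubation at 37 deg C of 100 trophozoites/well with test compounds; ATPLite 1-Step luminescence, 15-30 min RT, reports cellular ATP as viability.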
# BCR signal inh – blocks chronic active B-cell receptor signaling | Potency, µM (series often up to 46.1 µM), inactives show at the highest dose ratio change, negative = lower green/red ratio, hits mostly inhibitors | actives 0.05% (n = 340,000) | AID 493014 | ABC-DLBCL IkBa-CBG/CBR reporter, luminescence ratio, 4 h; active = well fitted inhibition curve with a large enough effect in the signal ratio, with a control signal flat, not every such curve was filed as active; inconclusive = small, poorly fitted or top-dose-only effect, or effect the other way, or a change in a side signal; the % refers to the signal ratio;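 note: potency is the fitted concentration of half-maximal effect; plate controls were basal doxycycline-induced cells for no effect and cells given 10 µM MG132 for full effect; MG132 reads +100%, hits lower the ratio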
#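 TMD8 ABC-DLBCL cells carrying doxycycline-inducible green luciferase fused to IkappaBalpha plus unfused red luciferase were exposed to compounds (up to 46 uM) for 4 hrs at 37C. Activity came from the overlap-corrected green/red luminescence ratio.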
# KCNH2 WT inh – KCNH2 (human, wildtype) channel inhibition; Q12809; U2OS, BacMam KCNH2, thallium flux FluxOr; stronger effect = lower value; activity change, % at 1.84 µM; actives 0.37% (n = 340,000); AID 720551;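 active = maximum activity change below -70%; inconclusive = maximum activity change between -70% and -50%; inactive = maximum activity change above -50%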; note: % is set by controls: 0 for no effect and ±100 for the full control effect
# Target sequence (Q12809 whole entry, looked up): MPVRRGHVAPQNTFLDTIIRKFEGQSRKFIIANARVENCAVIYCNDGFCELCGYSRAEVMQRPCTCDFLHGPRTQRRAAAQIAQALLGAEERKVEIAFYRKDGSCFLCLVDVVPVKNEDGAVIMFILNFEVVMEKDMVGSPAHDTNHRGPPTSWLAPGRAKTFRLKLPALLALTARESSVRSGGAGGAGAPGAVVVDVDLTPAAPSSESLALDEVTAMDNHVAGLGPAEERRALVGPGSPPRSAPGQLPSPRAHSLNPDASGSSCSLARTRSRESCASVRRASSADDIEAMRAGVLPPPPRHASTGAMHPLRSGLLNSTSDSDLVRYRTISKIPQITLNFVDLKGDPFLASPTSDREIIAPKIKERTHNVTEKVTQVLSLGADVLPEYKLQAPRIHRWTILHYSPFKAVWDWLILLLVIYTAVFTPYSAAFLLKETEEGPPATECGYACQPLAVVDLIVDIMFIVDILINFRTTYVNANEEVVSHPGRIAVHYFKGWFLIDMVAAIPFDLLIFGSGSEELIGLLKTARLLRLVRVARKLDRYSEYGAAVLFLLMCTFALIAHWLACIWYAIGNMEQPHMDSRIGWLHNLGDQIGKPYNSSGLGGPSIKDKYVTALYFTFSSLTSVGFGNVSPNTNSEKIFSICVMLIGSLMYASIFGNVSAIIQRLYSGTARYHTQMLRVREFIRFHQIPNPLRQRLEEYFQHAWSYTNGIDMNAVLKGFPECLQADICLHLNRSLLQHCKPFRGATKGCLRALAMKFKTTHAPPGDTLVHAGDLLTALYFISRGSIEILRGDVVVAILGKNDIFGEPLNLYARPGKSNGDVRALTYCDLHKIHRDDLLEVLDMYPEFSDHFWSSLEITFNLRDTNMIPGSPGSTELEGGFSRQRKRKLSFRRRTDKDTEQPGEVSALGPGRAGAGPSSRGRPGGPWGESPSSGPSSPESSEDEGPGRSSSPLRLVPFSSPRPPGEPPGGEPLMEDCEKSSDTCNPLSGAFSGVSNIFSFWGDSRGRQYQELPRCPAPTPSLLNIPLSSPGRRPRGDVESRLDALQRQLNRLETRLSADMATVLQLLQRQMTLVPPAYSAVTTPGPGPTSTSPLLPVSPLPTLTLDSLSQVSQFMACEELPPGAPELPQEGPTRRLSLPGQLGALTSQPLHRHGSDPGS
#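 U2OS cells transduced with wild-type KCNH2 virus are loaded with FluxOr dye for 45 min, and thallium flux is measured in kinetic reads before and after stimulation buffer. Rate constants are normalized to DMSO controls.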
# TSHR antag – blocks TSH signaling through the human TSH receptor. P16473. TSHR-expressing cells, TSH-stimulated cAMP HTRF, 2 h; stronger effect = lower value. activity change, negative = inhibition, % at 11.5 µM. actives 0.2% (n = 330,000);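 active = activity change below a set negative limit, meaning inhibition stronger than a set level, cut at about -70% in these data; inconclusive = activity change between two set negative limits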; note: % is set by controls: 0 for no effect and ±100 for the full control effect
#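 TSHR-expressing cells, 200/well, pre-treated with compound, then stimulated with EC80 TSH (4nM final) for 2 hours at 37 deg C. cAMP measured by competitive HTRF: anti-cAMP cryptate antibody in lysis buffer plus cAMP-d2, read after 30 minutes at room temperature.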
# A-T KAP1 phos – potential ataxia-telangiectasia treatment; […] A-T fibroblasts, KAP-1 phosphorylation AlphaLISA; neocarzinostatin DNA damage 30 min before lysis; Potency, µM (series often up to 57.5 µM), without a hit: at the top dose activation, most hits filed as activators; actives 0.19% (n = 320,000); note: potency is the fitted concentration of half-maximal effect; % of control where 0% means no effect; nearly all actives have a fitted effect of over 45% in size
#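 ATM-like activity read as KAP-1 phosphorylation via AlphaLISA donor/acceptor antibody pairs after lysis and 6 hr at 25C. Cells were ATM-null patient fibroblasts ([…], hTERT), dosed 60 min, then exposed to the DSB inducer NCS for 30 min.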
# TCR activator – activators of T cell receptors. Potency, µM (series often up to 9.22 µM), inactives show at the highest dose activation of IL-2 secretion, hits mostly activators. AID 504894. primary human leukocytes, anti-CD3, IL-2 HTRF, 48 h. 330,000 tested, under 10 active; note: % of control where 0% means no effect
#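 Primary human leukocytes incubated 48 hr with anti-CD3 beads plus compound, without co-stimulation. Secreted IL-2 measured by HTRF (europium cryptate/d2 anti-IL-2 pair, 320 nm excitation, 665 nm emission).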
# FBPA coupling cs – inhibits coupling enzyme system, counter-screen for aldolase hits; coupling enzyme system counterscreen, AmpLite Red fluorescence; activity change, negative = inhibition, % at 58.2 µM, hits read low; actives 0.67% (n = 290,000); AID 2472; in the data active = activity change below about -30%; note: % is set by controls: 0 for no effect and ±100 for the full control effect
#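 Coupling enzymes only (glyceraldehyde-3-phosphate) + compound, at 57.5 uM final, 10 min RT; add substrate/coupling/AmpLite Red mix, 20 min RT; fluorescence ex 525/em 598 nm. Actives flag coupling-system interference.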
# CXXC DNA block – inhibitors of human MLL CXXC domain-DNA interaction; Q03164; MLL-CXXC / FITC-HOXA9 DNA fluorescence polarization; Potency, µM (highest dose often 115 µM), for the others: at the highest dose activity change, negative = inhibition, actives largely listed as inhibitors; actives 0.037% (n = 290,000); active = well fitted inhibition curve with a large enough effect in the polarisation, with a control signal flat, not every such curve was filed as active; inconclusive = small, poorly fitted or top-dose-only effect, or effect the other way, or a change in a side signal; inactive = no such curve, though single readings can be large or run the other way; the % refers to the polarisation; note: potency is the fitted concentration of half-maximal effect
#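 Steps: dispense CXXC domain solution (7 uM) → pin compounds or unlabeled HOX-A9 DNA control → 5 min ambient → add FLSN-HOX-A9 solution (50 nM) → spin → 30 min ambient → fluorescence polarization. Tris pH 7.5/NaCl/DTT/BSA buffer.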
# GALK inh – inhibitors of human galactokinase; P51570; Purified GALK, Kinase-Glo residual ATP luminescence; Potency, µM (top dose mostly 57.5 µM), for the others: top-dose activity change, negative = inhibition, usual class: inhibitors; actives 0.007% (n = 270,000); AID 1868; note: potency is the fitted concentration of half-maximal effect; % is set by controls: 0 for no effect and ±100 for the full control effect
#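 ATP-depletion format; final 35 uM ATP, 100 uM D-galactose, 5 nM enzyme; pH 8.0 HEPES/Mg2+ buffer; 60 min RT; luminescence read 10 min after detection reagent.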
# Tb PFK block – blocks T. brucei phosphofructokinase. AID 485367. O15648. Potency, µM (highest dose often 57.5 µM), inactives show at the highest dose activity, negative = inhibition, hits mostly inhibitors. actives 0.17% (n = 330,000). T. brucei PFK, ADP-Glo luminescence;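 note: potency is the fitted concentration of half-maximal effect; 0% = uninhibited 1x PFK enzyme wells and -100% = no-enzyme wells; nearly all actives have a fitted effect of over 60% in size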
#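 In TEA buffer at pH 8.0 with 5 mM MgCl2, enzyme (1.25 nM) converted F6P (0.5 mM) and ATP (0.1 mM) for 45 min at room temperature. ADP product was read by luciferase luminescence.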
# * marks the source's active call; other numbers are inactive results; ? = inconclusive; . = no result given; & = joins results of further samples; [ ] = remark or other dose. Unless noted, calls come from the whole dose curve; as a rule, active = well fitted curve in the direction sought with a large enough effect; inconclusive = small, poorly fitted or top-dose-only effect, or another doubt; inactive = no such curve, though single readings can be large; an effect the other way counts as inactive or inconclusive.
SMILES,Giardia kill,BCR signal inh,KCNH2 WT inh,TSHR antag,A-T KAP1 phos,TCR activator,FBPA coupling cs,CXXC DNA block,GALK inh,Tb PFK block
O=C(NCCc1ccccc1)C(=O)NCC1OCCCN1S(=O)(=O)c1cc(F)ccc1F (stereo not drawn),26.4,-4.8%,13.4,-40.4,28.5%,-2.1%,.,0.8%,1.8%,-0.4%
CC12CCC(C(=O)NNc3ccc([N+](=O)[O-])cc3)(OC1=O)C2(C)C (stereo not drawn),7.3,?,1.4,25.4,10µM*,-2.3%,1.8,-7.3%,1.4%,0.1%
COc1cc(NC(=O)c2ccc(Cl)cc2)c2ncccc2c1,-11.4,-0.4%,-3.3,-5.3,3.9%,-2.5%,-1.9,-1.1%,.,-1.7%
CC1Cc2cc(/C=C3/SC(=S)N(C)C3=O)ccc2O1 (stereo not drawn),5.5,?,-0.2,-1.2,-2.1%,7.5%,-1.2,-13.1%,-1.5%,4.3%
O=C(O)C1CCCCC1C(=O)Nc1ccc2c(c1)OCO2 (stereo not drawn),7.1,-5.1%,-0.6,-3.1,5.6%,-1.9%,5.4,1.8%,-1.8%,-0.7%
COc1ccccc1C(=O)NCCC(=O)NCCC12CC3CC(CC(C3)C1)C2,12.6,0.0%,-5.0,-6.0,1.6%,2.6%,.,18.7%,-2.5%,-1.0%
O=C(O)C1C2CC2CN1C(=O)c1ccc(Cl)cc1 (stereo not drawn),5.7,-3.2%,1.2,-4.2,-1.6%,2.1%,3.4,6.9%,0.6%,-3.4%
CCC(C)NC(=O)c1c(C)cc(=O)oc1C (stereo not drawn),15.2,-2.0%,0.5,-6.9,1.3%,1.4%,.,-8.5%,0.5%,2.7%
C=CCn1c(C)cc(C(=O)COC(=O)CNC(=O)c2ccccc2)c1C,3.1,?,-0.5,0.6,-2.8%,0.3%[46.1 µM],-0.9,-1.5%,1.8%,-4.2%
CCOC(=O)c1ccc(NC(=S)N(Cc2cccnc2)Cc2ccco2)cc1,-3.3,-0.6%,-3.5,1.0,1.7%,0.4%,-1.3,-1.8%,5.6%,-5.8%
Cc1nc(N2CCN(c3ccccc3F)CC2)[nH]c(=O)c1C,39.8[activator],2.0%,-11.6,3.9,-1.1%,.,-0.7,-21.3%,-0.4%,1.9%
CCc1nnc(NC(=O)C2CCCN2S(=O)(=O)c2ccccc2)s1 (stereo not drawn),6.6,4.7%,-9.1,17.7,.,-0.4%,4.1,2.5%,0.8%,2.0%
CCOc1ccc(S(=O)(=O)N2CCC(C(=O)OC(C)C(=O)N(C)C3CCCCC3)CC2)cc1 (stereo not drawn),4.5,-2.7%,3.3,-0.2,-4.3%,0.5%,5.4,18.4%,0.5%,-3.0%
CN(c1ccccc1)S(=O)(=O)c1cccc(NS(=O)(=O)c2cccc(C(=O)O)c2)c1,4.5,?,-4.9,19.7,4.4%,6.0%,.,.,.,-5.3%
O=C(Nc1cccc(C(=O)Nc2cccc(Br)c2)c1)c1ccccc1,-9.9,5.5%,9.1,-3.1,-5.6%,8.6%,-1.0,12.7%,-1.3%,2.4%
CCN=C1SC(CC(=O)NCCc2ccc(OC)cc2)C(=O)N1CC (stereo not drawn),-9.1,22.6%,3.0,-4.1,-0.2%,-52.9%,1.1,1.5%,-0.4%,-5.7%
Nc1c2c3c(sc2nc(=O)n1N)CCCC3,0.5,-3.2%,.,6.5,.,0.2%,0.6,15.8%,4.0%,-2.2%
CC(C)OP(=O)(c1ccc(N(C)C)cc1)C(O)c1ccncc1 (stereo not drawn),-9.1,-2.0%,-3.3,-1.0,4.8%,2.5%,1.2,-0.8%,-1.2%,-2.9%
Cc1cc(C)c(C#N)c(N2CCN(Cc3ccccc3)CC2)n1,-3.3,9.7%,-3.2,-2.1,4.9%,1.5%,0.4,-1.0%,-3.5%,0.1%
CCn1cc(Br)c(C(=O)NC(C)c2ccccc2)n1 (stereo not drawn),-5.5,.,15.9,.,.,-1.9%,-0.1,-8.0%,-1.9%,.
CC(C)c1ccc(S(=O)(=O)N2CCN(C(=O)c3ccco3)CC2)cc1,27.2,0.1%,-14.2,-6.1,14.4%,2.6%,-0.8,-0.1%,-0.9%,-1.8%
CC(C)(C)OC(=O)CNC(=O)c1[nH]cnc1C(=O)NCCCCCNC(=O)OC(C)(C)C,12.4,?,1.6,-16.1,-5.3%,10.7%,-0.4,3.6%,.,-7.2%
COc1ccccc1CNC(=O)c1cccc(S(=O)(=O)N2CCN(c3ccc(F)cc3)CC2)c1,10.8,-0.8%,7.4,-3.2,1.9%,.,.,.,.,-1.0%
CC(=O)Nc1ccc(N2C(C(C)=O)=NN(c3ccc(Cl)cc3)C2c2sccc2C)cc1 (stereo not drawn),5.8,?,-2.5,33.5,-5.3%,-34.1%[inhibitor][46.1 µM],0.2,2.9%,0.0%,5.2%
COc1ccc(Nc2nc(-c3ccc4c(c3)NC(=O)CO4)cs2)cc1,?,-5.0%,-9.1,4.1,-3.0%,-0.1%,-7.8,14.6%,10.3%,1.2%
O=C(NCCc1nnc2ccc(SCC(=O)N3CCCC3)nn12)c1ccc(F)cc1,14.0,2.5%,9.1,7.6,-5.7%,-0.5%,2.4,18.5%,-3.4%,-0.9%
Cc1ccc(/C=C2/NC(=O)N(c3ccccc3)C2=O)o1,-12.1,?,-3.5,24.1,0.6%,4.3%,-9.9,26.5%,-1.3%,?
Cc1[nH]c(C)c2c(=O)[nH]ncc12,-17.2,5.4%,1.1,8.1,-7.4%,-6.3%,-3.2,2.2%,0.4%,0.1%
CC(C)(C)N1CCC1CN (stereo not drawn),0.1,2.7%,1.0,-5.4,1.5%,-1.3%,0.0,-0.8%,.,2.5%
CSc1ccccc1-c1nnc(NC(=O)Cc2ccccc2)o1,-11.8,-0.5%,-8.9,-7.2,5.2%,1.0%,0.6,-0.1%,-3.9%,0.7%
CCCn1c(SCC(=O)c2ccc3c(c2)OCCO3)n[nH]c1=O,-7.0,?,0.1,6.9,1.5%,-4.4%,0.3,15.2%,6.7%,1.8%
CC(C)NCc1cccc([N+](=O)[O-])c1,-17.3,0.1%,-0.3,34.0,.,-11.0%[46.1 µM],4.3,-14.7%,-0.1%,?
O=[N+]([O-])c1cccc(NC(=S)Nc2nc(-c3ccccc3Cl)cs2)c1,-8.4,?,2.7,?,-28.4%,-0.2%,-1.5,20.1%,-1.5%,0.6%
N=C1C(c2ccccc2)=C(O)CN1c1ccccc1,15.1,5.4%,1.4,-1.6,-4.1%,-0.6%,0.8,-1.3%,-0.9%,2.4%
O=c1ccc2cc3ccoc3cc2o1,5.7,-16.3%,3.2,10.2,1.9%,6.6%,-0.9&4.0,6.7%,.,5.3%
CC(=O)c1ccc(NC(=S)Nc2ccc3[nH]c(=O)[nH]c3c2)cc1,-6.2,-0.9%,.,-1.7,-1.4%,2.6%,5.0,8.5%,9.4%,-3.2%
O=C(CSCc1ccco1)c1ccc(Cl)s1,.,?,.,-0.7,-0.7%,.,2.9,-15.2%,0.2%,2.2%
COc1ccc(C2C3=C(CC(C)(C)CC3=O)N(C)C3=C2C(=O)CC(C)(C)C3)cc1OC,8.4,-1.6%,-10.1,23.7,3.3%,.,-8.4,15.5%,-1.7%,-0.5%
COc1cccc(-c2ncc3ccccc3c2COC(=O)CCC(=O)O)c1,-8.3,-12.8%,0.2,-29.6,-8.4%,-0.8%,.,.,.,1.4%
Cc1nnc(SCC(=O)Nc2nsc(-c3ccc(Cl)cc3)n2)s1,-8.1,?,3.1,14.0,.,0.8%,0.9,82.3%[activator],2.4%,1.4%
O=C(CN1CCN(Cc2ccccc2F)C1=O)NCCN1CCOCC1,-1.5,0.1%,-11.5,-3.6,7.5%,0.8%,-2.6,-6.2%,0.9%,5.8%
Cc1oc(-c2ccccc2)nc1CSc1nc2c(c(=O)[nH]1)CCC2,1.9,-0.3%,-0.4,5.6,3.5%,0.7%,-1.0,5.1%,.,-6.5%
CCN(CC)S(=O)(=O)c1ccc2oc(C(=O)NCCN3CCOCC3)c(C)c2c1,-17.3,11.4%,4.8,10.4,-1.8%,0.7%,-0.5,-7.1%,5.9%,-7.4%
Cc1c(OCc2ccc([N+](=O)[O-])cc2)ccc2c3c(c(=O)oc12)CCC3,-21.0,?,2.0,3.3,-4.0%,0.6%[46.1 µM],4.6,6.6%,0.3%,0.1%
O=C(Cc1ccc(Cl)cc1Cl)Nc1cccc(S(=O)(=O)Nc2ccccc2F)c1,23.2,-3.4%,1.3,4.5,-0.8%,-3.0%[46.1 µM],2.4,2.3%,-0.1%,?
COc1ccc(CNC(=O)C2CCCN(c3ncnc4c3nc3n4CCCCC3)C2)cc1 (stereo not drawn),-6.1,2.7%,6.1,-10.3,3.9%,4.4%,-2.0,4.6%,0.8%,-1.8%
O=C(COC(=O)C1CC2CCCC(C1)C2=O)Nc1ccccc1 (stereo not drawn),19.8,?,-4.0,4.4,8.0%,2.5%,.,.,.,0.0%
